GlmU inhibition: inhibition of mycobacterial GlmU enzyme – biochemical, glucosamine-1-phosphate acetyltransferase (AID 1376); M. tuberculosis GlmU acetyltransferase enzyme assay; higher % means a stronger effect; inhibition, %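 (tested at 30 µM in the primary screen)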, or IC50 in µM where a hit was titrated; 220,000 compounds, 0.25% hits; in the data active = inhibition above about 13%;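 note: 0% = complete reaction with vehicle and 100% = reaction without substrate; strong numbers were not always called active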
RmlCD inh 1536: M. tuberculosis RmlC/RmlD inhibition | P9WH09+P9WH11 | RmlC+RmlD coupled enzyme assay, percent inhibition; primary screen in compound mixtures | inhibition, % at 3.6 µM | 160,000 compounds, 0.03% hits; in the data active = inhibition mostly above about 34%, no sharp cut-off; note: some results filed as inactive read as strong as hits
Target sequence (P9WH09 whole entry, looked up): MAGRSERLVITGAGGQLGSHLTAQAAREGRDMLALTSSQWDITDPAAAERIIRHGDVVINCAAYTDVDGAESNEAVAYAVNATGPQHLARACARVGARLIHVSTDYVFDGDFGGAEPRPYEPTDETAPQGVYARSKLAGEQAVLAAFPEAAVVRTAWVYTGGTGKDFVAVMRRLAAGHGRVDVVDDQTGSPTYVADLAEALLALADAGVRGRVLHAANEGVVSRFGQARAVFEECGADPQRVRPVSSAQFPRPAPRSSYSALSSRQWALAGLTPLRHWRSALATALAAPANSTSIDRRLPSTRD
Target sequence (P9WH11 whole entry, looked up): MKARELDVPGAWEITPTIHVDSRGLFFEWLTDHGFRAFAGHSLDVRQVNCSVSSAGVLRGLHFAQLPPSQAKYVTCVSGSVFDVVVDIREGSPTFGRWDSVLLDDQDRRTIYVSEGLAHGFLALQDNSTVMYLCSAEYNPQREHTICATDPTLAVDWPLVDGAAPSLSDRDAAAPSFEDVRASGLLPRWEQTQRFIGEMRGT
An asterisk follows results filed as active; . = no result given.

SMILES	GlmU inhibition	RmlCD inh 1536
CNC(=O)/C(C#N)=C1/SC(Cc2ccc(F)cc2)C(=O)N1c1ccccc1 (stereo not drawn)	-3.8%	-4.3
Cc1ccc(CNc2nc(C)nc3sc4c(c23)CCC4)cc1	5.9%	8.2
Cc1[nH]c2ccc3ncccc3c2c1C	-0.5%	-8.9
CC(C)Cc1nc(N2CCOCC2)c(C#N)c2c1COC(C)(C)C2	-0.1%	-12.2
Oc1ccccc1C(=S)N1CCCCCC1	5.5%	.
CCOC(=O)CC1=Nc2ccccc2NC(=O)C1	-1.8%	.
O=[N+]([O-])c1cnc(Sc2ccncn2)s1	9.8%	-13.7
CC(=O)Oc1ccc2cc(-c3nc4ccccc4n3C)c(=O)oc2c1	1.6%	.
CCOC(=O)c1cccc(NC(=O)CSc2nc3cccnc3n2C)c1	2.6%	8.3
COC(=O)C(=O)Nc1nnc(COc2ccccc2)s1	3.4%	7.7
COc1ccc(CNC(=O)C2CC(c3cccc(OC)c3)=NO2)cc1 (stereo not drawn)	-3.8%	56.1
O=C(Nc1ccccc1-c1nnn(CC(=O)N2CCN(c3ccccc3)CC2)n1)c1cccs1	4.5%	-4.2
COc1ccc(/C=N\NC(=O)c2cc(O)c(O)c(O)c2)cc1CN1CCN(c2ccc(F)cc2)CC1	-1.9%	-1.6
O=C(O)CN1C(=O)C2C3C=CC(C3)C2C1=O (stereo not drawn)	6.5%	10.0
O=C(CNCC1CCCO1)N1CCCc2ccccc21 (stereo not drawn)	1.1%	-4.6
CCCN1C(=O)C(O)(C2CC(=O)CC(C)(C)O2)c2ccccc21 (stereo not drawn)	1.2%	-8.5
Cc1nn(-c2cc(C(F)(F)F)ccn2)c(=O)o1	3.4%	-5.9
CN(c1ccc(OCC(=O)NC2CCCC2)cc1)S(=O)(=O)c1cccs1	4.7%	-4.7
COc1ccc(-c2csc(NC(CO)c3nc4ccccc4n3Cc3ccc(C)cc3)n2)cc1 (stereo not drawn)	0.8%	.
COc1nc(NCCN2CCOCC2)nc(Nc2ccccc2)n1	6.2%	2.0
Cc1cc(C)c2sc(C)[n+](CCCS(=O)(=O)[O-])c2c1	5.1%	11.8
O=C(CNC(=O)c1ccccc1F)OCc1csc(-c2ccccc2)n1	5.2%	-11.8
Cc1nc(C)c(C(=O)C2=C(O)C(=O)N(CCCn3ccnc3)C2c2ccccc2)s1 (stereo not drawn)	-0.5%	-7.7
O=C(COC(=O)COc1ccccc1[N+](=O)[O-])Nc1cccc(Br)c1	-5.3%	-2.0
O=C1NC(=S)CN1c1ccccc1	0.6%	-1.6
CCOC(=O)C1=C(N)N2C(=O)C(C)SC2=C(C(=O)OCC)C1c1cc(OC)c(OC)c(OC)c1 (stereo not drawn)	-3.5%	.
CCN(CC(O)Cn1c2ccccc2c2ccccc21)S(=O)(=O)c1ccc(C)cc1 (stereo not drawn)	-6.6%	20.4
COC(=O)C(=O)/C=C(\O)c1ccc(C)cc1	.	4.6
CN(C(=O)COC(=O)c1cncc(Br)c1)C1CCS(=O)(=O)C1 (stereo not drawn)	4.5%	-10.4
CCn1c2ccccc2c2cc(NC(=O)C(C)Oc3ccc(OC)cc3)ccc21 (stereo not drawn)	0.6%	5.8

16 neighbouring entries already listed, for reference:
SMILES	GlmU inhibition	RmlCD inh 1536
O=C(CNCC1CCCO1)N1CCCc2ccccc21 (stereo not drawn)	1.1%	-4.6
CCCN1C(=O)C(O)(C2CC(=O)CC(C)(C)O2)c2ccccc21 (stereo not drawn)	1.2%	-8.5
Cc1nn(-c2cc(C(F)(F)F)ccn2)c(=O)o1	3.4%	-5.9
CN(c1ccc(OCC(=O)NC2CCCC2)cc1)S(=O)(=O)c1cccs1	4.7%	-4.7
COc1ccc(-c2csc(NC(CO)c3nc4ccccc4n3Cc3ccc(C)cc3)n2)cc1 (stereo not drawn)	0.8%	.
COc1nc(NCCN2CCOCC2)nc(Nc2ccccc2)n1	6.2%	2.0
Cc1cc(C)c2sc(C)[n+](CCCS(=O)(=O)[O-])c2c1	5.1%	11.8
O=C(CNC(=O)c1ccccc1F)OCc1csc(-c2ccccc2)n1	5.2%	-11.8
Cc1nc(C)c(C(=O)C2=C(O)C(=O)N(CCCn3ccnc3)C2c2ccccc2)s1 (stereo not drawn)	-0.5%	-7.7
O=C(COC(=O)COc1ccccc1[N+](=O)[O-])Nc1cccc(Br)c1	-5.3%	-2.0
O=C1NC(=S)CN1c1ccccc1	0.6%	-1.6
CCOC(=O)C1=C(N)N2C(=O)C(C)SC2=C(C(=O)OCC)C1c1cc(OC)c(OC)c(OC)c1 (stereo not drawn)	-3.5%	.
CCN(CC(O)Cn1c2ccccc2c2ccccc21)S(=O)(=O)c1ccc(C)cc1 (stereo not drawn)	-6.6%	20.4
COC(=O)C(=O)/C=C(\O)c1ccc(C)cc1	.	4.6
CN(C(=O)COC(=O)c1cncc(Br)c1)C1CCS(=O)(=O)C1 (stereo not drawn)	4.5%	-10.4
CCn1c2ccccc2c2cc(NC(=O)C(C)Oc3ccc(OC)cc3)ccc21 (stereo not drawn)	0.6%	5.8

Additional compounds follow:
SMILES	GlmU inhibition	RmlCD inh 1536
Cc1c(Cl)cccc1NC(CC(=O)c1ccccc1)C(=O)OCC(=O)c1cccs1 (stereo not drawn)	-2.5%	-4.3
COc1cccc(OC)c1C(=O)Nn1c(-c2cccs2)nc2ccccc2c1=O	-1.0%	-3.5
O=C(Nc1ccccc1OC(F)(F)F)c1ccc([N+](=O)[O-])cc1	-9.8%	18.8
CC12CCC(C(=O)N(CC3CO3)C1=O)C2(C)C (stereo not drawn)	4.8%	-7.0
Nc1nonc1-c1noc(-c2ccccc2Br)n1	5.0%	9.8
COC(=O)c1cnn(-c2ccc(F)cc2F)c1/C=N/NC(=S)NC(C)(C)C	1.4%	-8.1
Cc1cccc2sc(NC(=O)C3CCN(S(=O)(=O)c4cc([N+](=O)[O-])ccc4Cl)CC3)nc12	5.1%	12.0
Cc1cc(C)c(S(C)(=O)=O)c(Oc2ccccc2C)n1	-0.7%	.
CN(C)/C=C1\C(=O)N(c2ccc(Cl)cc2)CS1(=O)=O	-1.0%	5.3
O=C(CSc1nc(Nc2ccccc2)nc(N2CCOCC2)n1)Nc1ccc([N+](=O)[O-])cc1	-4.4%	-9.1
Cc1cc(C)cc(-n2nnnc2SCC(=O)Nc2cccc(NC(=O)c3ccco3)c2)c1	-1.7%	.
N#Cc1c(-c2cccs2)cc(-c2cccnc2)nc1N	3.7%	4.7
CCNC(=S)N1CCN=C1Nc1nc(C)cc(C)n1	-2.5%	.
CCC1C=C(c2ccccc2)C=CN=C1N(CC)CC (stereo not drawn)	-11.2%	-2.0
C=C1CC2C=C(NC(C)=O)CC(C1)C2 (stereo not drawn)	1.4%	.
O=C(O)c1ccccc1C(=O)NCc1ccc(F)cc1	-3.3%	2.6
CCOc1ccccc1NC(=O)C1CCN(C(=O)Cc2ccccc2)CC1	2.6%	6.3
COc1cc(NC(=O)CSc2nc3ccccc3cc2C)c(C(=O)O)cc1OC	4.5%	44.7
CCOC(=O)NC(=O)c1cn(Nc2ccccc2)c(=O)[nH]c1=O	5.9%	8.2
C=CCc1cccc2cc(C(=O)NC3CCCC3)c(=O)oc12	-0.5%	3.4
COCc1cc(C)nc(SCC(=O)NCc2ccco2)c1C#N	7.5%	.
O=C(Nc1ccccc1)Nc1cc(Cl)cc(Cl)c1	4.8%	0.3
CC1(C)CC(=O)C(C=NCC2CCCO2)=C(O)C1 (stereo not drawn)	-0.9%	-7.2
CC(C)CCSc1cc(NCCO)c([N+](=O)[O-])c2nonc12	2.0%	8.1
CCCNc1ncccc1C(N)=O	3.0%	.
CC(CC(=O)Nc1cc([N+](=O)[O-])ccc1Cl)c1ccccc1 (stereo not drawn)	0.1%	.
Cc1ccc2[nH]c3c(c2c1)CN(C(=O)CN1CCSCC1)CC3	-2.3%	.
COc1cc(OC)cc(C(=O)NC(=S)NCc2ccco2)c1	-3.6%	11.0
COc1ccc(S(=O)(=O)N2CCC(C(=O)N3CCCCCC3)CC2)cc1	2.3%	-1.3
Cc1cc(NC(=O)CCn2c(=O)sc3ccccc32)no1	4.9%	.
N#Cc1c2n(c3c(=O)n(Cc4ccc(Cl)cc4)cnc13)CCCC2	-5.0%	.
Cc1cc(C)c2[nH]c(=O)c(CN(Cc3ccc4c(c3)OCO4)Cc3nnnn3C3CCCC3)cc2c1	-2.1%	4.5
Cn1ccc(C(=O)N2CCCc3ccccc32)n1	-3.0%	-8.6
COc1cc(NC(=O)CS(=O)(=O)c2ccccc2)cc(OC)c1OC	1.4%	18.1
CCOc1ccc(N(C(C)C(=O)Nc2cccnc2)S(C)(=O)=O)cc1 (stereo not drawn)	-3.3%	5.7
O=C(N=Nc1c(O)n(Cc2ccccc2)c2ccccc12)c1ccncc1	3.3%	2.1
COc1ccc(-c2nc3ccccc3s2)cc1NC(C)=O	-5.0%	-10.2
O=C(c1ccc([N+](=O)[O-])c(CS(=O)(=O)c2ccc(Cl)cc2)c1)N1CCCCC1	1.7%	7.8
Cc1cc(OCC(O)CNC(C)(C)C)ccc1Cl (stereo not drawn)	3.0%	5.5
COC(=O)c1ccccc1NC(=O)CCCn1nc([N+](=O)[O-])c(Br)c1C	7.3%	-5.1
Cc1nn(-c2nc3ccccc3s2)c(N)c1-c1ccccc1	5.7%	4.6
CCOC(=O)c1[nH]c(C)c(/C(O)=C2\C(=O)C(=O)N(CCN(C)C)C2c2ccco2)c1C (stereo not drawn)	-5.0%	.
O=C(NCCOC(=O)C1COc2ccccc2O1)C1COc2ccccc2O1 (stereo not drawn)	-5.3%	-5.5
O=C1c2ccccc2CN1CCSC(=S)N1CCOCC1	4.4%	.
CCOC(=O)N1CCC(NC(=O)CSCc2nc(-c3sccc3C)oc2C)CC1	1.9%	2.1
CCCCOC(=O)Nc1ccc(S(=O)(=O)Nc2cc(C)nc(C)n2)cc1	2.8%	-1.4
N=c1c(-c2nc3ccccc3[nH]2)cc(C(=O)c2cccs2)nn1-c1ccc(Cl)cc1	-3.7%	.
O=C(/C=C/c1ccccc1Cl)NCc1ccco1	2.5%	.
CC12CCC(C(=O)Nc3cccc(Cl)c3)(C(Br)C1=O)C2(C)C (stereo not drawn)	2.4%	-13.6
NS(=O)(=O)c1ccc(CCNC(=O)CSc2ccc(Cl)cc2)cc1	0.4%	7.4
Cc1c(O)ccc(NC(=O)/C=C/c2ccccc2)c1C	0.6%	-8.9
Cc1ccc2[nH]c(=O)cc(C(=O)OCC(=O)c3ccc(F)cc3)c2c1	0.2%	-11.7
O=C(c1ccco1)N(Cc1cc2ccccc2[nH]c1=O)CC1CCCO1 (stereo not drawn)	-1.3%	-6.3
c1cnc2ccc(C(c3nnnn3C3CCCCC3)N3CCCCC3)cc2c1 (stereo not drawn)	-4.2%	3.0
O=C(Oc1cccc(C(=S)N2CCCCC2)c1)c1ccccc1	0.3%	-10.4
CCc1nc(SCC(=O)Nc2cc(C)on2)n[nH]1	3.8%	-9.7
Cn1c(=O)cc(SCC(=O)NCCCN2CCN(c3ccc(F)cc3)CC2)c2ccccc21	6.0%	-7.7
COCCCNc1nc2ccccc2nc1NS(=O)(=O)c1cccs1	4.2%	10.0
Cc1ccc(-n2cc(CN3CCN(Cc4nccn4C)CC3)c(-c3ccc(F)cc3)n2)cc1	4.2%	-4.7
CC(NC(=O)c1ccccc1Br)c1nnc(SCc2ccc([N+](=O)[O-])cc2)n1C (stereo not drawn)	-7.1%	.

(continued)
SMILES	GlmU inhibition	RmlCD inh 1536
CCOc1ccccc1/C=N/NC(=O)c1cccc(Cl)c1	2.1%	.
COc1ccc(CCNCC(O)Cn2ccc3ccccc32)cc1OC (stereo not drawn)	2.8%	-10.0
O=c1cc(-c2ccccc2)[nH]c2[nH]n(-c3ccccc3)c(=O)c12	.	6.9
COCCNC(=O)C(=O)NCC1OCCN1S(=O)(=O)c1ccc2c(c1)OCCO2 (stereo not drawn)	-0.6%	8.4
CC1CCN(S(=O)(=O)c2cccc(S(=O)(=O)N3CCOCC3)c2)CC1	1.4%	0.9
CCOc1ccc(Nc2nc(Cl)nc(N3CCN(c4ccc(OC)cc4)CC3)n2)cc1	2.9%	-8.4
CN(C)c1nc2c(c(=O)n(C)c(=O)n2C)n1Cc1ccccc1	.	8.7
Nc1ccc(Br)cc1C(=O)O	4.8%	-2.1
COC(=O)c1c(C)n(Cc2ccc3c(c2)OCO3)c2ccc(O)cc12	3.4%	-6.5
O=C(/C=C/Nc1ccccc1)c1ccccc1	.	-2.2
CCOc1cc(NC(=O)C2CCCO2)c(OCC)cc1NC(=O)C1CC1 (stereo not drawn)	-5.3%	.
CCN(CC)c1ccc(C=Nc2cc(C)cc(C)c2)c(O)c1	-6.0%	-12.2
Cc1ccc(S(=O)(=O)Nc2ccc(C(OC(=O)c3ccccc3[N+](=O)[O-])(C(F)(F)F)C(F)(F)F)cc2)cc1	0.2%	-4.6
Cn1c(=O)[nH]c(=O)c2c1nc(N1CCCC1)n2CCSc1nc2ccccc2[nH]1	-2.4%	.
O=C(O)CCCC(=O)Nc1ccccc1Br	-1.4%	-6.9
COc1ccc(CNC(=O)CN(C2CCCCC2)S(C)(=O)=O)cc1	1.0%	-5.4
CCOC(=O)Nc1cccc(Cl)c1C	0.4%	0.9
Cc1cccc(CN2CCN(c3nc4nonc4nc3NC3CC3)CC2=O)c1	1.4%	-11.2
CCn1c(SCC(=O)Nc2cc(OC)ccc2OC)nnc1C1CCCCC1	0.3%	3.8
COc1ccc(C2(CNC(=O)c3ccc(OC)c([N+](=O)[O-])c3)CCOCC2)cc1OC	5.1%	.
O=C(O)CCn1c(SCc2cc(=O)n3ccccc3n2)nc2ccsc2c1=O	3.8%	7.0
COc1ccccc1NS(=O)(=O)c1cccc(C(=O)N/N=C/c2ccc(NC(C)=O)cc2)c1	-11.5%	-6.6
O=C(Nc1ccc(N2CCOCC2)cc1)c1cc2c(s1)CCCC2	0.2%	.
CCOC(=O)Nc1sc2c(c1C(=O)OCC)CCC2	-1.8%	-12.4
CCc1ccccc1NC(=O)CC(O)(C(=O)OC)C(F)(F)F (stereo not drawn)	0.9%	0.6

This is a subset (hit frequency here may not be typical).
